# Source: PubChem (Johns Hopkins Ion Channel Center)
# RGS4 block – inhibitors of human RGS4; P49798; HEK293 M3R/RGS4 inducible, Fluo-4 calcium flux; hits give high values; triggered by carbachol at its EC20; B-score at 10 µM; 310,000 compounds, 0.45% hits; AID 463165;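 active means B-score, a plate-corrected calcium signal, over three deviations above library mean, with baseline fluorescence within five deviations of library mean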;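 further: RGS4 expression induced by doxycycline in cells with stable M3 receptor; B-score is computed from the integrated fluorescence ratio over baseline after carbachol; higher B-score means a larger calcium signal and so more RGS4 inhibition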
# MrgX1 agonist – activates human MrgX1 receptor signaling | B-score at 10 µM | Q96LB2 | 310,000 compounds, 0.44% hits | MrgX1-HEK293 cells, Fluo-4 calcium fluorescence, agonist mode; hits give high values;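 active means calcium response B-score plate-corrected fluorescence ratio at least 3 library SD, with starting fluorescence B-score inside 5 SD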
#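 Test system: HEK293 cells stably expressing human MrgX1 receptor; Input: fifteen thousand cells per well; Dosing: compound delivered in addition one of three; Schedule: overnight seeding, then 1 h dark dye loading; Technique: Fluo-4 NW calcium fluorescence; Measure: B-scored fluorescence response ratio; Controls: positive and negative controls per plate.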
# TRPC6 act – mouse TRPC6 channel activation; B-score at 10 µM; HEK293-TRPC6 membrane potential dye fluorescence; hits give high values; AID 2550; 310,000 compounds, 0.13% hits;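 active means B-score of the integrated fluorescence ratio above library mean plus 3 SD, and starting fluorescence ratio within library mean plus 5 SD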;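 further: higher score means more depolarization so channel activation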
# ANO1 activ – mouse TMEM16A channel activation, primary screen; B-score at 10 µM; 340,000 compounds, 0.3% hits; HEK293 TMEM16A/YFP-H148Q/I152L, iodide quench fluorescence; hits give low values; AID 623877; Q8BHY3;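 active means fluorescence-ratio B-score plate-corrected deviation score at least 3 library SD below zero, with starting fluorescence score within 5 deviations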;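 further: channel opened by trigger with iodide after compound preincubation; score built on the fluorescence ratio of max minus min over baseline; more negative score means more quench and so TMEM16A activation or potentiation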
# MrgX1 PAM – human MrgX1 positive allosteric modulation, primary screen. AID 588675. B-score at 10 µM. Q96LB2. MrgX1-HEK293, Fluo-4 calcium flux, FDSS; hits give high values. 310,000 compounds, 0.63% hits;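 active means plate-corrected calcium response at least 3 library SD above typical, normal starting fluorescence, not activating the receptor alone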;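 further: compound read alongside a low EC10 to EC30 dose of BAM8-22 agonist; peak minus trough fluorescence over baseline measured at the second addition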
# MrgX1 antag – blocks BAM8-22 activation of human MrgX1 receptor; MRGX1-HEK293 calcium flux, Fluo-4, BAM8-22 antagonism; hits give low values; B-score at 10 µM; 310,000 compounds, 1.3% hits; Q96LB2;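 active means calcium-response B-score plate-corrected more than 3 library SD below zero, starting fluorescence within 5 deviations, no agonist response on first addition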;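 further: peak minus trough fluorescence over baseline after final BAM8-22 challenge near maximal dose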
# TMEM16A inh – mouse TMEM16A channel inhibition, primary screen; Q8BHY3; HEK293 TMEM16A/YFP iodide influx fluorescence, ionomycin; normalized B-score (activity score, 25-100; higher = stronger inhibition) at 10 µM; 310,000 compounds, 1.2% hits; AID 588511;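 active means ratio plate-corrected score three or more library SD toward inhibition, starting fluorescence score within five deviations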;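 further: score derived from kinetic fluorescence span divided by baseline fluorescence per well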
# TRPC6 inhibitor – inhibitors of mouse TRPC6 channel; B-score at 10 µM; Q61143; HEK293-TRPC6, membrane potential dye, ACh-evoked depolarization; hits give low values; 310,000 compounds, 1.1% hits;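 active means B-score under library mean minus 3 SD, initial fluorescence not abnormally high, positive integrated signal ratio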;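 further: B-score derived from integrated fluorescence ratio over the kinetic read; more negative B-score means stronger inhibition of depolarization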
# TRPC4 agonist – TRPC4 (mouse) channel activation; Q9QUQ5; HEK293 TRPC4beta/mu-opioid, Fluo4 calcium fluorescence; hits give high values; B-score at 10 µM; 310,000 compounds, 0.49% hits;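 active means B-score above 5 SD of library B-scores, and initial fluorescence ratio not above library mean plus 5 SD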;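 further: positive B-score marks a calcium rise read as TRPC4 activation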
# Target sequence (Q9QUQ5 whole entry, looked up): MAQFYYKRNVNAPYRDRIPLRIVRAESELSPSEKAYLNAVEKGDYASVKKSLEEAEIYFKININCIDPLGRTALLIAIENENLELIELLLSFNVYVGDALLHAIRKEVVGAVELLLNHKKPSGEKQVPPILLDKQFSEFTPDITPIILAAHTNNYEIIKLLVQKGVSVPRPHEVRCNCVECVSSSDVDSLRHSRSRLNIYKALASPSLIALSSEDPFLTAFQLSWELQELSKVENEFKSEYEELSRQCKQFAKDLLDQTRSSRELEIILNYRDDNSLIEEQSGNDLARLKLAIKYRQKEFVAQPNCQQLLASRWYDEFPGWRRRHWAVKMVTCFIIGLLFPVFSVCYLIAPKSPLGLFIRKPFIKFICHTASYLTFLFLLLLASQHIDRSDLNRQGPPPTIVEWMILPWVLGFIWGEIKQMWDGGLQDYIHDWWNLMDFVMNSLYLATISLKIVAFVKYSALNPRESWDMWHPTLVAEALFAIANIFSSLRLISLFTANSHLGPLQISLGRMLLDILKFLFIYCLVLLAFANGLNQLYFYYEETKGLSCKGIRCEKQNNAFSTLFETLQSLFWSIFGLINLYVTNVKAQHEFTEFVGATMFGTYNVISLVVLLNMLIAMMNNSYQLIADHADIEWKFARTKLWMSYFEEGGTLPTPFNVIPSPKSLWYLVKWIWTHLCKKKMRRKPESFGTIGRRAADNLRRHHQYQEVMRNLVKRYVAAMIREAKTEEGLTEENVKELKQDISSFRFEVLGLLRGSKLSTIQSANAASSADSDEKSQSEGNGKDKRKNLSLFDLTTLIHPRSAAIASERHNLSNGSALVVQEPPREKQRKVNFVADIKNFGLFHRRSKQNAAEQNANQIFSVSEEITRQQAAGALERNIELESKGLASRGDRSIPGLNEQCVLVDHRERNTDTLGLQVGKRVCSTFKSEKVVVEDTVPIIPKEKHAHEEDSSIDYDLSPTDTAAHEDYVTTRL
#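 Test system: HEK293 cells stably co-expressing mouse TRPC4beta and mu-opioid receptor | Schedule: Fluo4 dye loading 45 min at room temperature, 110 s recording | Measured by: Kinetic Fluo4 calcium fluorescence, 5 s baseline at 1 Hz | Evaluation: B score of integrated ratio | Controls: Buffer (low) and maximal DAMGO (high)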
# TRPC4 inh – inhibitors of mouse TRPC4 channel; Q9QUQ5; HEK293 TRPC4beta/mu-opioid, DAMGO-evoked Fluo4 calcium flux; hits give low values; B-score at 10 µM; 300,000 compounds, 0.39% hits; AID 2247;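 active means B-score over 3 SD under the library average, no early fluorescence shift, positive overall ratio signal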
#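 Material: HEK293 cells with stable TRPC4beta plus mu-opioid receptor expression; probe or stimulus: DAMGO in two steps, submaximal then maximal; technique: Fluo4 calcium fluorescence by kinetic imaging, 5 s 1 Hz baseline; measure: integrated fluorescence ratio relative to baseline, converted to per-well B score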
# TRPC4 PAM – TRPC4 (mouse) allosteric potentiation; Q9QUQ5; HEK293 TRPC4beta/mu-opioid, DAMGO EC20, Fluo-4 Ca2+ flux; hits give high values; B-score at 10 µM; 310,000 compounds, 0.42% hits; AID 2227;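 active means B-score of calcium response area above 5 SD of library B-scores, with initial fluorescence ratio within 5 SD of library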;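 further: B-score of integrated fluorescence ratio over time as area under calcium response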
# * = called active by the depositor; i = inactive; . = no result given.
SMILES,RGS4 block,MrgX1 agonist,TRPC6 act,ANO1 activ,MrgX1 PAM,MrgX1 antag,TMEM16A inh,TRPC6 inhibitor,TRPC4 agonist,TRPC4 inh,TRPC4 PAM
Cc1cc(C)nc(SCCC(=O)Nc2ccccc2C)n1,i,i,i,i,i,i,i,i,i,i,i
CCCN(CCO)Cc1ccc(Br)cc1,i,i,i,i,i,i,i,i,i,i,i
CC1(C)CC2CN(C(=O)Cc3ccccc3)C(C)(C2)C1 (configuration not stated),i,i,i,i,i,i,i,i,i,i,i
COc1cc(NC(=O)c2ccccc2)c(OC)cc1NC(=O)Cc1ccc(Br)cc1,i,i,i,i,i,i,i,i,i,i,i
O=C(NCc1cccc(Cl)c1)c1cc(=O)[nH]c2ccccc12,i,i,i,i,i,i,i,i,i,i,i
Cc1nc2c3ccccc3nc(SCC(=O)c3ccc(Cl)cc3)n2n1,i,i,i,i,i,i,i,i,i,i,i
CC(=O)N1CCN(C(=O)CSc2cc(C)c(Br)cc2C)CC1,i,i,i,i,i,i,i,i,i,i,i
COc1cc(C(=O)Nc2scc(-c3ccc(C)cc3)c2C(=O)O)cc(OC)c1OC,i,i,i,i,i,i,i,i,i,i,i
Cc1cccc(NC(=O)c2ccccc2O)c1C,i,i,i,i,i,i,25*,i,i,i,i
CCN(CC)CCOCCOc1ccc(Cl)c2ccccc12,i,i,i,i,i,i,i,i,i,i,21*
Cc1ccc(C)c(NC(=O)C2CC3CCC2C3)c1 (configuration not stated),i,i,i,i,i,i,i,i,i,i,i
Cn1cccc1Cc1nnc(SCC(=O)N2CCOCC2)n1-c1ccc(F)cc1,i,i,i,i,i,i,i,i,i,i,i
CCOc1ccc2nc(NC(=O)CSc3ccccc3)sc2c1,i,i,i,i,i,i,i,i,i,i,i
CN(Cc1nc(-c2cnccn2)no1)CC1CCN(Cc2ccccc2)CC1,i,i,i,i,i,i,i,i,i,i,i
COC(=O)N1[C@H](C)C=C[C@]1(Cc1ccccc1)C(=O)NCCCNc1ncc(C(F)(F)F)cc1Cl,i,i,i,i,i,i,i,i,i,i,i
O=[N+]([O-])c1cccnc1Oc1ccccc1F,i,i,i,i,i,i,i,i,i,i,i
COc1ccc(-c2c(C)nn(-c3ccccc3)c2NC(C)=O)cc1OC,i,i,i,i,i,i,i,i,i,i,i
Cc1cc(NC(=O)CN2C(=O)[C@@H]3[C@H](C2=O)[C@@H]2C[C@H]3C(Br)C2Br)no1 (some centres not stated),i,i,i,i,i,i,i,i,i,i,i
COc1ccc(CN2C(=O)COc3ccccc32)cc1,i,i,i,i,i,i,i,i,i,i,i
Cc1cc(-c2nn(-c3ccccc3F)cc2CNCCc2cnccn2)c(C)s1,i,i,i,i,i,i,i,i,i,i,i
O=S(=O)(NCCS(=O)(=O)N1CCN(c2ccccc2)CC1)c1ccccc1,i,i,i,i,i,i,i,i,i,i,i
COc1ccc(-c2cn(-c3ccc(C)c(C)c3)c(=S)[nH]2)cc1OC,i,i,i,i,i,i,i,i,i,i,i
COc1cccc(OC)c1-c1nn2c(-c3cc(-c4ccccc4)n[nH]3)nnc2s1,i,i,i,i,i,i,i,i,i,i,i
COc1ccc(CNC(=O)C(=O)NC2CC(C)(C)NC(C)(C)C2)cc1,i,i,i,i,i,i,i,i,i,i,i
CC(NC(=O)c1ccccc1)c1nnc(SCC(=O)Nc2nnc(C3CC3)s2)n1C (configuration not stated),i,i,i,i,i,i,i,i,i,i,i
O=C(N/C(=C/c1ccc(Cl)cc1)C(=O)N1CCOCC1)c1ccccc1,i,i,i,i,i,i,i,i,i,i,i
COc1cc(C(=O)N/N=C/c2ccsc2C)cc(OC)c1OC,i,i,i,i,i,i,i,i,i,i,i
Cc1cc2nc3n(c2cc1C)CCCN3,i,i,i,i,i,i,i,i,i,i,i
CC(C)Cc1nc2sc3c(c2c(=O)n1N)CC(C(C)C)OC3 (configuration not stated),i,i,i,i,i,i,i,i,i,i,i
Cn1c(NC(=O)C[n+]2cc(-c3ccc(F)cc3)n3c2CCC3)cc(=O)n(C)c1=O,i,i,i,i,i,i,i,i,i,i,i
C=CCn1c(Oc2ccc(C=O)cc2OCC)nc2c1c(=O)n(C)c(=O)n2C,i,i,i,i,i,i,i,i,i,i,i
CSCCC(NS(=O)(=O)c1ccc(Cl)cc1)C(=O)OCC(=O)NC1CCCCC1 (configuration not stated),i,i,i,i,i,i,i,i,i,i,i
FC(F)(F)c1ccc(C2[C@H]3CN(Cc4ccc(-c5ccccc5)cc4)[C@H](c4ccccc4)C34CC2(c2cccnc2)C4)cc1 (some centres not stated),i,i,i,.,i,i,i,i,i,i,i
CC(CNC(=O)c1ccc(C(C)(C)C)cc1)CN(C)C (configuration not stated),i,i,i,i,i,i,i,i,i,i,i
CCOc1ccc(-n2c(SC)nc3c(c2=O)SCC3)cc1,i,i,i,i,i,i,i,i,i,i,i
O=c1[nH]c2ccccc2n1CCCOc1ccccc1,i,i,i,i,i,i,i,i,i,i,i
COc1ccc(/C=C/C(=O)Nc2cccnc2Cl)cc1,i,i,i,i,i,i,i,i,i,i,i
COc1ccc(CCN(CC(=O)NC2CCCC2)C(=O)CCC(=O)Nc2cc(C)on2)cc1OC,i,i,i,i,i,i,i,i,i,i,i
O=c1ccc(-c2ccc(S(=O)(=O)Nc3ccccc3)o2)n[nH]1,i,i,i,i,i,i,i,i,i,i,i
CN1CC(=O)N(CC(=O)N2CCC(Cc3ccccc3)CC2)C1=O,i,i,i,i,i,i,i,i,i,i,i
O=C(CCc1nnc(CCC2CCCCC2)o1)NCCn1cccn1,i,i,i,i,i,i,i,i,i,i,i
O=S(=O)(NCCc1ccccc1)c1cccs1,i,i,i,i,i,i,i,i,i,i,i
Cn1cc(S(=O)(=O)N2CCc3ccccc32)cc1C(=O)NC1CCCCC1,i,i,i,i,i,i,i,i,i,i,i
COc1ccc(-c2noc(-c3ccccc3C(=O)Nc3cccnc3)n2)cc1OC,i,i,i,i,i,i,i,i,i,i,i
CCOc1ccc(NC(=O)CSc2n[nH]c(=O)n2-c2ccccc2)cc1,i,i,i,i,i,i,i,i,i,i,i
Cc1ccccc1NC(=S)NC1CC2CCC(C1)N2Cc1ccco1 (configuration not stated),i,i,i,i,i,i,i,i,i,i,i
Cc1cccc(Cn2nc(C)cc2NC(=O)Cn2cc([N+](=O)[O-])cn2)c1,i,i,i,i,i,i,i,i,i,i,i
COc1ccc(OC)c(C(=O)N(C)C2CCCN(Cc3ccccc3F)C2)c1 (configuration not stated),i,i,i,i,i,i,i,i,i,i,i
Cc1cc(C(=O)COc2ccccc2Cl)c(C)n1-c1ccc2c(c1)OCO2,i,i,i,i,i,i,i,i,i,i,i
C=C(C)CSc1nc(N)cc(=O)[nH]1,i,i,i,i,i,i,i,i,i,i,i

# (cont.)
SMILES,RGS4 block,MrgX1 agonist,TRPC6 act,ANO1 activ,MrgX1 PAM,MrgX1 antag,TMEM16A inh,TRPC6 inhibitor,TRPC4 agonist,TRPC4 inh,TRPC4 PAM
COc1ccccc1NC(=O)NNC(=O)c1ccc2c(c1)NC(=O)C(C)(C)O2,i,i,i,i,20*,i,i,i,i,i,i
Cc1sc2nc(CN(Cc3cccs3)C(=O)NC3CCCCC3)[nH]c(=O)c2c1C,i,i,i,i,i,i,i,i,i,i,i
Cc1cccc(NC(=O)CSc2nnc(-c3ccco3)o2)c1C,i,i,i,i,i,i,i,i,i,i,i
OCCc1ccccc1,i,i,i,.,i,i,i,i,i,i,i
COc1ccc(NC(=O)c2cc3n(n2)C(C(F)(F)F)CC(c2ccco2)N3)cc1 (configuration not stated),i,i,i,i,i,i,i,i,i,i,i
CCOC(=O)NC(c1cccc(Cl)c1)C1CCCCCC1=O (configuration not stated),i,i,i,.,i,i,i,i,i,i,i
Cc1cc(C)c(NC(=O)CN)c(C)c1,i,i,i,i,i,i,i,i,i,i,i
O=[N+]([O-])c1ccc(Nc2ccccc2F)nc1,i,i,i,i,i,i,i,i,i,i,i
CC1CCCC(N2CCN(C(=O)c3cccc(F)c3)CC2)C1 (configuration not stated),i,i,i,i,i,i,i,i,i,i,i
O=C(NCCS(=O)(=O)N1CCN(c2ccccc2)CC1)c1ccco1,i,i,i,i,i,i,i,i,i,i,i
C=CCN1C(=O)CN=C1Nc1cccc(C)c1,i,i,i,i,i,i,i,i,i,i,i
C=C1CCN(c2ccc(C(=O)NCc3ccc(C)cc3)cc2[N+](=O)[O-])CC1,i,i,i,i,i,i,i,i,i,i,i
CC1CCN(C(=O)CSc2nncn2-c2ccccn2)CC1,i,i,i,i,i,i,i,i,i,i,i
c1ccc(OCCCn2nnc(-c3cccnc3)n2)cc1,i,i,i,i,i,i,i,i,i,i,i
NC(=O)CCn1c(C(=O)c2ccc(Cl)cc2)c2ccccc2[n+]1[O-],i,i,i,i,i,i,i,i,i,i,i
CCCCCc1cc(=O)oc2c(C(CCN3CCN(c4ccccc4)CC3)c3ccc(N(C)C)cc3)c(OC)cc(OC)c12 (configuration not stated),i,i,i,i,i,i,i,i,i,i,i
Cn1c(=O)[nH]c(=O)c2c1nc(N1CCCCCC1)n2CC(N)=O,i,i,i,i,i,i,i,i,i,i,i
CC(C)CC(=O)Nc1cc(C(F)(F)F)ccc1N1CCOCC1,i,i,i,i,i,i,i,i,i,i,i
O=C(NCc1ccc2c(c1)OCO2)C1CC(=O)N(CCc2ccc(F)cc2)C1 (configuration not stated),i,i,i,i,i,i,i,i,i,i,i

# Just TRPC4 agonist, for 2 of the compounds above:
molecule	TRPC4 agonist
C=C1CCN(c2ccc(C(=O)NCc3ccc(C)cc3)cc2[N+](=O)[O-])CC1	i
CC1CCN(C(=O)CSc2nncn2-c2ccccn2)CC1	i
